Screening data deposited in PubChem by The Scripps Research Institute Molecular Screening Center.
FBW7 activator = FBW7 E3 ligase activators, primary screen, biochemical, AlphaScreen, human. normalized activity (activation), % at 26.1 µM. AID 1259310, 2017. AlphaScreen FBW7–phospho-cyclin E peptide binding, activator screen. actives 0.13% (n = 650,000); in the data active means normalized activity above about 1.9%;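 further: purified mutant Fbw7 with reduced substrate affinity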
GPR151 activ = activators of human GPR151, primary screen, cell-based, PathHunter beta-arrestin, luminescence. G-protein coupled receptor 151 (Homo sapiens), Q8TDV0. PathHunter beta-arrestin GPR151 cells. activation, % at 11.2 µM. actives 1% (n = 650,000). AID 1508602, 2020; in the data active means activation above about 4.9%;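 further: 0% = median of compound wells and 100% = cells with positive control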
Target sequence (Q8TDV0 whole entry, looked up): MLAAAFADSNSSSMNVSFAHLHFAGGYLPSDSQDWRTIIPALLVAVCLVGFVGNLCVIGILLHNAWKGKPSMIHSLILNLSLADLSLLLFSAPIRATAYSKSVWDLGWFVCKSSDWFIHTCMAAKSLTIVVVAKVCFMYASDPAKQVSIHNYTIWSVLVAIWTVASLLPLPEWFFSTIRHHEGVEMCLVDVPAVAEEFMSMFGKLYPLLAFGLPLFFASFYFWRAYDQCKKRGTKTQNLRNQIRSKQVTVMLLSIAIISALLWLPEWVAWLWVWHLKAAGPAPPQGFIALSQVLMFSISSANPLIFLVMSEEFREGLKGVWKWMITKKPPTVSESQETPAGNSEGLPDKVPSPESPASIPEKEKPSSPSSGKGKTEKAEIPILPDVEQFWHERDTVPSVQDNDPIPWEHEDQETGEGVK
MITF primary = MITF inhibitors, primary screen, biochemical, AlphaScreen, human; actives 0.91% (n = 650,000); AlphaScreen MITF homodimerization, bead proximity signal; Microphthalmia-associated transcription factor (Homo sapiens), O75030; inhibition, % at 2.6 µM; in the data active means inhibition above about 50%;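 further: 0% = vehicle wells with protein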
Target sequence (O75030 whole entry, looked up): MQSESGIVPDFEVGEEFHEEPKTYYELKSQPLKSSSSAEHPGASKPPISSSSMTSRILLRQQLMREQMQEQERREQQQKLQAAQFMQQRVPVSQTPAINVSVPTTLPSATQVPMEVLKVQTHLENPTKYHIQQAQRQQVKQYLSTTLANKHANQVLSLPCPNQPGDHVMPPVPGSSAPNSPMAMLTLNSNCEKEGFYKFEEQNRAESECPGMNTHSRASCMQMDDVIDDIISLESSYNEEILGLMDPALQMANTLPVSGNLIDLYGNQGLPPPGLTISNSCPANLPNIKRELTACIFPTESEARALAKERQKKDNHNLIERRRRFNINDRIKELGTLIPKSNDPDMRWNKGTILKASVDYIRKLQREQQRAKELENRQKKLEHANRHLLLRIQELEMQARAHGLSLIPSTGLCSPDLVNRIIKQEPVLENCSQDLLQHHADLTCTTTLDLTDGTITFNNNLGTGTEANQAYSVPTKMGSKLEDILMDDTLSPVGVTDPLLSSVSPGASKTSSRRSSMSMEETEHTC
TEAD-YAP inh = TEAD-YAP interaction inhibition, primary screen, TEAD-YAP interaction inhibitor project, luminescence, HEK-TIYL cells. TEAD-Gal4/YAP UAS-luciferase luminescence. inhibition, % at 9.12 µM. actives 1.4% (n = 640,000); in the data active means inhibition above about 32%;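 further: 0% = median of test compound wells and 100% = reference inhibitor wells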
The depositor's hits bear a star; i = inactive.

Values run as follows: FBW7 activator	GPR151 activ	MITF primary	TEAD-YAP inh
> COc1ccc(NC(=O)c2ccc3c(=O)n(C4CCCCC4)c(SCC(=O)C(C)(C)C)nc3c2)cc1OC
    -0.1	-0.1	4	-4
> CCCN(CCC)CCCNS(=O)(=O)c1ccc2c(c1)oc(=O)n2C
    0.0	-0.3	9	6
> COc1cc(Nc2nc(SCc3cccc(Cl)c3)nc3ccccc23)cc(OC)c1
    0.1	0.8	-16	-3
> COc1ccc(C2=NN3C(C2)c2cc(OC)ccc2OC3c2ccc(Cl)cc2)cc1 (stereo unspecified)
    0.0	-2.2	-3	-44
> CC1CCC(NCc2c(C(=O)O)n(Cc3ccc(Cl)cc3)c3ccccc23)CC1 (stereo unspecified)
    -0.3	0.2	3	16
> COc1ccc(N2CCN(CC(O)COc3cccc(OC)c3)CC2)cc1 (stereo unspecified)
    -0.1	-0.2	14	-4
> Cc1ccc2[nH]c(=O)c(C(=O)/C=C/c3ccco3)c(-c3ccccc3)c2c1
    -0.1	-1.2	1	-9
> Cc1ccc(NC(=O)c2ccccc2C(=O)O)cc1I
    0.1	4.4	3	-1
> C=CCN(CC=C)C(=O)c1ccc2nc(-c3ccccc3)c(-c3ccccc3)nc2c1
    0.0	-0.6	0	-1
> Cc1ccc(C)c(S(=O)(=O)Nc2ccc(O)c(C(C(=O)OC(C)C)C(=O)C(F)(F)F)c2)c1 (stereo unspecified)
    0.1	-0.4	-3	9

Remaining list, next part:
Values run as follows: FBW7 activator	GPR151 activ	MITF primary	TEAD-YAP inh
> CCOc1cc(C(=O)OCn2c(SC)nnc(C)c2=O)cc(OCC)c1OCC
    0.0	1.8	-5	5
> CSc1nc(C2CC2)cc(-c2ccccc2)c1C#N
    0.6	-1.4	12	9
> C[C@@H](c1ccccc1)N1C[C@H](C(=O)O)CC1=O
    0.1	-0.2	4	6
> COC(=O)C1=CN(Cc2ccc(OC)cc2)C=C(C(=O)OC)C1c1ccccc1OCc1ccccc1
    0.7	2.4	-8	-1
> Cc1cccc(-c2cc3nc(C)cc(N4CCC5(CC4)OCCO5)n3n2)c1
    -0.1	0.3	9	-6
> O=C(NCc1ccc(F)cc1)c1cnn2c(C(F)(F)F)cc(-c3cccs3)nc12
    0.1	-1.0	-2	-6
> COCC(=O)N(C)c1nnc(C2CCOC2)s1 (stereo unspecified)
    0.1	1.1	2	3
> Cc1ccc(N(CC(=O)Nc2cccc3ccccc23)S(C)(=O)=O)cc1Cl
    0.1	1.7	1	4
> CC(Oc1ccccc1)C(=O)N/N=C/c1ccco1 (stereo unspecified)
    0.2	3.0	2	8
> COc1ccccc1Cc1nc(-c2ccc(Cl)cc2)no1
    0.1	2.9	-5	-3

Individual results from above.
CC(Oc1ccccc1)C(=O)N/N=C/c1ccco1 (stereo unspecified) – GPR151 activ: 3.0
Cc1cccc(-c2cc3nc(C)cc(N4CCC5(CC4)OCCO5)n3n2)c1 – FBW7 activator: -0.1
COc1ccc(N2CCN(CC(O)COc3cccc(OC)c3)CC2)cc1 (stereo unspecified) – TEAD-YAP inh: -4
COc1ccc(NC(=O)c2ccc3c(=O)n(C4CCCCC4)c(SCC(=O)C(C)(C)C)nc3c2)cc1OC – FBW7 activator: -0.1
CCOc1cc(C(=O)OCn2c(SC)nnc(C)c2=O)cc(OCC)c1OCC – MITF primary: -5
O=C(NCc1ccc(F)cc1)c1cnn2c(C(F)(F)F)cc(-c3cccs3)nc12 – TEAD-YAP inh: -6
Cc1ccc(NC(=O)c2ccccc2C(=O)O)cc1I – TEAD-YAP inh: -1

An excerpt from above in order of SMILES length, descending:
Values run as follows: FBW7 activator	GPR151 activ	MITF primary	TEAD-YAP inh
> O=C(NCc1ccc(F)cc1)c1cnn2c(C(F)(F)F)cc(-c3cccs3)nc12
    0.1	-1.0	-2	-6
> C[C@@H](c1ccccc1)N1C[C@H](C(=O)O)CC1=O
    0.1	-0.2	4	6
> COc1ccccc1Cc1nc(-c2ccc(Cl)cc2)no1
    0.1	2.9	-5	-3
> COCC(=O)N(C)c1nnc(C2CCOC2)s1 (stereo unspecified)
    0.1	1.1	2	3

Next part
Values run as follows: FBW7 activator	GPR151 activ	MITF primary	TEAD-YAP inh
> Cc1cc(NC(=O)C2CCCCC2C(=O)O)ccc1NC(=O)c1ccccc1 (stereo unspecified)
    -0.1	0.1	3	1
> Cc1c(C(=O)Oc2coc(CSc3ncccn3)cc2=O)cccc1[N+](=O)[O-]
    -0.1	2.9	-2	-10
> O=C(NC1CCCC1)c1ccc(N2CCC(NCC3COc4ccccc4O3)CC2)cc1 (stereo unspecified)
    -0.2	0.5	5	-4
> Cc1ccc(NC(=O)CC2SC(=Nc3ccccc3)N(S(=O)(=O)c3ccccc3)C2=O)cc1 (stereo unspecified)
    1.0	-0.7	10	5
> Cc1ccc(S(=O)(=O)Nc2cccc(-c3csc(C)n3)c2)c(C)c1
    0.1	-1.1	-17	-3
> O=C(NC1CC1)c1ccc(-c2ncc(C(=O)NCc3cccnc3)s2)cc1
    0.1	-0.4	12	30
> CC(=O)c1c(C)n(S(=O)(=O)c2ccc3ccccc3c2)c2ccc(NS(=O)(=O)c3ccc4ccccc4c3)cc12
    0.0	-0.3	16	10
> O=C(Nc1ccc(Cl)c(Cl)c1)c1cc2n(n1)C(C(F)(F)F)CC(c1ccc(Cl)cc1)N2 (stereo unspecified)
    0.1	0.1	2	-30
> Cc1oc2cc(OCC(N)=O)ccc2c(=O)c1-c1ccc(Br)cc1
    -0.1	0.3	7	-6
> CSc1ccc(C2CC(=O)Nc3ccc4ccccc4c32)cc1 (stereo unspecified)
    -0.1	0.2	-4	7

Next records:
Values run as follows: FBW7 activator	GPR151 activ	MITF primary	TEAD-YAP inh
> CCN(Cc1ccccc1)Cc1nnnn1Cc1ccc(OC)cc1
    0.1	0.6	4	-4
> O=C(NCc1ccc(N2CCCC2=O)cc1)NC1CCCCC1
    -0.1	-0.3	5	6
> O=C(CSc1nnc2sc3ccccc3n12)N1N=CCC1c1ccccc1 (stereo unspecified)
    -0.1	-0.6	1	-15
> Cc1cccc(N2CCN(CC(=O)Nc3ccc(S(N)(=O)=O)cc3)CC2)c1C
    0.3	-0.8	10	6
> O=C(CNS(=O)(=O)c1cccc([N+](=O)[O-])c1)OCc1ccccc1Cl
    -0.1	-0.5	17	2
> Cc1ccc(C(=O)NCc2nc(-c3ccncc3)n[nH]2)s1
    0.2	0.3	12	-5
> Cc1c(C#N)c(N=CN(C)C)c(C(=O)c2ccccc2)n1-c1ccccc1
    0.0	-1.5	1	0
> CCOC(=O)N1CCC(Nc2c(NCCCOC)c(=O)c2=O)CC1
    0.0	1.3	i	-4
> COc1ccc(CNc2nc3ccccc3n2C)cc1OC
    0.0	-0.9	-9	1
> Cc1ccc(C(=O)N(c2cc(C)cc(C)c2)C2C=CS(=O)(=O)C2)cc1 (stereo unspecified)
    -0.2	0.3	1	7

The list goes on:
Values run as follows: FBW7 activator	GPR151 activ	MITF primary	TEAD-YAP inh
> CCOC(=O)N1CCC(N2CCN(CC(C)(C)C)C(CCO)C2)CC1 (stereo unspecified)
    0.3	2.1	-7	1
> O=C(CN1C(=O)COc2ccccc21)N1CCN(c2nc3ccccc3s2)CC1
    0.0	-0.5	5	17
> O=C(NC(=S)NCC1CCCO1)C(c1ccccc1)c1ccccc1 (stereo unspecified)
    0.0	-0.9	-16	10
> Nc1nnc(SCc2ccc(Cl)cc2Cl)s1
    0.1	-0.5	-1	-25
> COc1ccccc1NC(=O)CSc1nc2cc3c(cc2c(=O)n1CCCC(=O)NCCc1ccc(OC)c(OC)c1)OCO3
    -0.1	1.4	-2	4
> CCc1ccc(NC(=O)C(=O)NNC(=O)c2ccc(OC)cc2)cc1
    0.0	0.9	-1	-4
> Cc1cccc(C(=O)Nc2sc3c(c2C(=O)N2CCCCC2)CCC3)c1
    -0.1	-0.7	1	5
> O=C(COc1ccc2ccccc2c1)N1CCNCC1
    1.0	-1.6	18	-25
> COCCCNC(=O)c1ccc2c(c1)ncn2-c1cccc(Cl)c1
    -0.2	0.7	9	-7
> Cc1nc(N)c2nnn(Cc3c(F)cccc3Cl)c2n1
    0.3	2.6	-7	-14

(continued)
Values run as follows: FBW7 activator	GPR151 activ	MITF primary	TEAD-YAP inh
> Cc1ccc(OCC(=O)N2C(C)CCCC2C)c([N+](=O)[O-])n1 (stereo unspecified)
    -0.1	-0.9	10	3
> CCS(=O)(=O)Nc1ccc(-c2nnc(SCC(=O)NC(C)(C)C)o2)cc1
    -0.1	-1.5	-1	-4
> Cc1cn2cc(C(=O)Nc3ccc(Cl)cc3Cl)nc2s1
    0.3	-0.6	18	-22
> COc1ccc(S(=O)(=O)N(CC(=O)O)CC(=O)O)cc1
    0.0	0.0	-9	7
> CSc1ccc(C2C(C#N)=C(N)N(N(C)C)C3=C2C(=O)CC(c2ccccc2)C3)cc1 (stereo unspecified)
    0.0	-0.3	-18	6
> COc1ccc(S(=O)(=O)NCCc2ccccc2)cc1OC
    0.0	2.4	-14	-9
> COC(=O)CN1C(c2ccccc2)=Nc2ccc(Br)cc2C1c1ccccc1 (stereo unspecified)
    0.1	-1.4	16	-1
> Cc1ccc2nc(/C(C#N)=C/c3cc(Cl)cc(Cl)c3O)[nH]c2c1
    -0.1	-0.2	4	-3
> COc1cc(C)ccc1OCCOCCOc1ccc([N+](=O)[O-])cc1
    -0.3	-0.4	4	-10
> Cc1ccccc1-c1nnc2s/c(=C\c3ccco3)c(=O)n12
    0.7	-1.1	22	2

Next records follow:
Values run as follows: FBW7 activator	GPR151 activ	MITF primary	TEAD-YAP inh
> COc1cc(NC(=O)c2ccccc2[N+](=O)[O-])cc(OC)c1
    -0.1	3.2	8	0
> O=C(c1ccc(F)cc1)N1CC[C@H]2[C@H](CCCN2C(=O)C2Cc3ccccc3O2)C1 (stereo partly specified)
    0.2	0.7	2	23
> COc1ccc(-c2cn3cc(-c4ccc(F)cc4)nc3n2C)cc1
    -0.2	0.0	2	92*
> Cc1cc(C)c2nc(C)cc(NC(=O)Cc3cccs3)c2c1
    0.0	1.9	12	16
> CCOC(=O)c1c(NC(=O)c2cc3ccccc3oc2=O)sc(C(=O)CC)c1C
    0.4	-0.1	3	-11
> Cc1cccc(N2C(=O)C(=O)/C(=C(/O)c3ccccc3)C2c2ccc(N(C)C)cc2)c1 (stereo unspecified)
    -0.1	-0.8	-1	-15
> CC(=O)Nc1ccc(NC(=O)CC2Sc3ccccc3NC2=O)cc1 (stereo unspecified)
    -0.1	-0.6	-9	-9
> Nc1nnc(SCC(=O)N(C2CCCCC2)C2CCCCC2)s1
    0.2	1.6	0	4
> CCCCOC(=O)Nc1cccc([N+](=O)[O-])c1
    0.2	0.7	11	-25
> CC(=O)N1CCC(N(C(=O)Nc2cc(C)cc(C)c2)C(C)C)CC1
    0.6	-1.5	9	15

The list continues:
Values run as follows: FBW7 activator	GPR151 activ	MITF primary	TEAD-YAP inh
> CCOC(=O)C1=C(C)N=c2s/c(=C3\C(=O)N(C)c4ccccc43)c(=O)n2C1c1ccc(OC)cc1 (stereo unspecified)
    0.8	-1.8	20	2
> Cc1ccc2c(c1)N(C(=O)N1CCC(C(=O)NCc3cccc(F)c3)CC1)CCO2
    0.0	-0.1	2	6
> CC(C)OCCCNC(=O)CC1Nc2ccccc2NC1=O (stereo unspecified)
    0.2	-1.5	5	-5
> O=C(Cn1c2ccccc2c(=O)c2ccccc21)Nc1cc(Oc2ccc(F)cc2)cc([N+](=O)[O-])c1
    -0.2	0.6	-1	-8
> CC(=O)c1ccc(NS(=O)(=O)Cc2ccc(Cl)cc2)cc1
    -0.1	-1.1	4	3
> Cc1ccccc1C1(CC(=O)N2CCOCC2)CC(=O)N(C2CCCC2)C1=O (stereo unspecified)
    -0.1	-0.5	-6	4
> O=S(=O)(c1ccc(=S)[nH]c1)N1CCOCC1
    -0.1	2.2	-6	-6
> COc1cc(C2CC(=O)c3c([nH]c(C(=O)OCCOC(C)C)c3C)C2)cc(OC)c1OC (stereo unspecified)
    -0.2	1.7	4	66*
> CS(=O)(=O)c1ccc2nc(NC(=O)c3ccccc3)sc2c1
    0.0	-6.9	-6	-14
> CCN(CC)C(=O)N(CCOC)Cc1cc2cc(C)cc(C)c2[nH]c1=O
    -0.1	0.2	3	-3

The results go on.
Values run as follows: FBW7 activator	GPR151 activ	MITF primary	TEAD-YAP inh
> CCOC(=O)C1=C(N)N(c2ccc(S(N)(=O)=O)cc2)C2=C(C(=O)CC(C)(C)C2)C1c1ccc(SC)cc1 (stereo unspecified)
    0.5	1.6	6	5
> CCOC(=O)c1c(C)[nH]c(C(=O)C(C)Nc2ccccc2OCC)c1C (stereo unspecified)
    -0.3	-0.2	5	-3
> CC(=O)NCc1nnc2n1CCN(Cc1cccc(-c3ccccc3C)c1)CC2
    0.0	-0.8	-10	0
> CCOC(=O)c1c(NC(=O)c2cc3ccccc3cc2OC)sc(C)c1C
    0.0	-1.5	-8	1
> CCOC(=O)c1c(C)oc2ccc(N(C(=O)c3cccc([N+](=O)[O-])c3)S(=O)(=O)c3ccccc3)cc12
    1.2	-1.1	9	5
